mcGAS RapidFire: mouse cGAS inhibition by mass spec | inhibition, % at 12.5 µM | recombinant mouse cGAS, cGAMP by RapidFire MS | Q8C6L5 | 130,000 tested, 0.18% active;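 active means inhibition of cGAS enzyme activity at or above 60%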;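 further: enzyme stimulated by 45 bp dsDNA with ATP and GTP substrates; cGAMP share of summed cGAMP plus half ATP and half GTP signals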
Target sequence (Q8C6L5 whole entry, looked up): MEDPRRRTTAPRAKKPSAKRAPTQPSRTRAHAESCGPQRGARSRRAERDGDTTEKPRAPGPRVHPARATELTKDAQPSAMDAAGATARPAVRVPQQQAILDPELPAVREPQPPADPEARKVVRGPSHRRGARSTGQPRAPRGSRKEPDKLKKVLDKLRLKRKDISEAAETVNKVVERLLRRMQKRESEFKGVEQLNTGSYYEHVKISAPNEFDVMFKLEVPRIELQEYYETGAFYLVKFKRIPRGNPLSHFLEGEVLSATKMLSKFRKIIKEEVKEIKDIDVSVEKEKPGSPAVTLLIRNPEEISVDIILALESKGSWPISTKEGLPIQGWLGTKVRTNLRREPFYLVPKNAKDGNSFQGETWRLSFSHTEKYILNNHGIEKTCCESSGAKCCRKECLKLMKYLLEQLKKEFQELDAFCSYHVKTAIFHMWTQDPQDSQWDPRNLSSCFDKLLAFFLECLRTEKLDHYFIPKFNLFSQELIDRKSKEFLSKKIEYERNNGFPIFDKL
* hit, by the source's call; & = joins results of further samples. An excerpt (hit frequency here may not be typical).

SMILES	mcGAS RapidFire
CN1CC2(CCN(Cc3cc4n(n3)CCCNC4)CC2)OC1=O	-17
CC1(C)C(=O)C2(CCCCC2)C(=O)OC1c1ccccc1 (centres undefined)	-41
O=C(CSC1CCCC1)Nc1nc(-c2ccc(Cl)c(Cl)c2)cs1	0
C=CCn1c(C)cn2c3c(=O)n(CC)c(=O)n(C)c3nc12	-4
Cn1cc(C=NNc2ccccc2)c2ccccc21	0
CCOc1cc(S(=O)(=O)N2CCCCC2CC)ccc1Br (centres undefined)	-3
O=C(CCC1CCCN(Cc2cn[nH]c2-c2ccc(Cl)cc2)C1)NC1CC1 (centres undefined)	-7
O=C(NCc1ccccc1-n1ccnc1)c1c[nH]c(=O)cn1	8
COc1ccc(Cc2n[nH]c(=O)n2-c2ccc(C(=O)O)cc2)cc1	-3
Cc1nc(-c2ccc(Cl)s2)sc1C(=O)O	-12
CCN(CC)S(=O)(=O)c1cccc(-c2nnc(SCC(=O)c3c(C)cc(C)cc3C)o2)c1	-7
N#Cc1c(NC(=O)CCN2C(=O)c3ccccc3C2=O)oc(-c2ccccc2)c1-c1ccccc1	-9
OCc1ccccc1-c1ccc(NC2CCCC2)nn1	-15
CC(=O)N(CCC(=O)N(C1CC1)C(C)C1CC1)Cc1ccccc1 (centres undefined)	-1
O=C(Cn1cnnn1)N1CCC(c2cc(Cc3ccccc3)[nH]n2)CC1	-16
CC(C)N(Cc1ccc(Cl)c(Cl)c1)C(=O)NCc1ccco1	-3
CC1=NN(c2ccc(C(=O)N(C)CCCOc3ccccc3C)cc2)CC1	-8
CC(C)N(Cc1nccn1C)C(=O)c1ccc(-n2ccnc2)cc1	-10
O=C1NCCc2ccc(S(=O)(=O)N(CCN3CCCC3)Cc3ccc(Cl)cc3)cc21	-8
COCCOC(=O)c1c(NC(=O)CNC(Cc2ccccc2)c2ccccc2)sc(C(N)=O)c1C (centres undefined)	-7
CCc1ncc(C(=O)Nc2c(C)cc(Br)cc2OC)[nH]1	1
O=C(CN1CCN(c2nccc(N3CCCC(O)C3)n2)CC1)N1CCCC1 (centres undefined)	-17
CC(C)Cc1cc(CN2CCCC(N3CCc4ccccc4C3)C2)[nH]n1 (centres undefined)	-6
COc1ccc(CCN2CC3=C(C2=O)C(c2ccccc2)NC(=O)N3)cc1 (centres undefined)	-1
O=C(Cc1ccc(-n2cccc2)cc1)NC1CCN2CCCCC12 (centres undefined)	0

The final seven entries of the part before come first, to join the parts.
SMILES	mcGAS RapidFire
O=C1NCCc2ccc(S(=O)(=O)N(CCN3CCCC3)Cc3ccc(Cl)cc3)cc21	-8
COCCOC(=O)c1c(NC(=O)CNC(Cc2ccccc2)c2ccccc2)sc(C(N)=O)c1C (centres undefined)	-7
CCc1ncc(C(=O)Nc2c(C)cc(Br)cc2OC)[nH]1	1
O=C(CN1CCN(c2nccc(N3CCCC(O)C3)n2)CC1)N1CCCC1 (centres undefined)	-17
CC(C)Cc1cc(CN2CCCC(N3CCc4ccccc4C3)C2)[nH]n1 (centres undefined)	-6
COc1ccc(CCN2CC3=C(C2=O)C(c2ccccc2)NC(=O)N3)cc1 (centres undefined)	-1
O=C(Cc1ccc(-n2cccc2)cc1)NC1CCN2CCCCC12 (centres undefined)	0
Cc1ccc(C)c(NC(=O)CCC(=O)NNC(=O)COc2ccc(Br)c(C)c2)c1	-7
O=C(CCCS(=O)(=O)c1ccc(F)cc1)N1CCN(c2nc3c(Cl)cccc3s2)CC1	0
Cn1c(=O)n(C)c2cc(/C=C(\C#N)c3nn(CCO)c(N)c3C#N)ccc21	5
CC(C1CC1)N(C)C(=O)c1cc(-c2ccccc2Cl)n[nH]1 (centres undefined)	-7
CC(C)c1ccc(N2C(=N)C(c3nc(N)nc(N(C)C)n3)CC2=O)cc1 (centres undefined)	-13
O=C(c1cn(CC2CCCNC2)nn1)N1CCc2[nH]ncc2C1 (centres undefined)	-13
CN1CCCN(S(=O)(=O)c2cccc(NC(=O)NCc3cccc(F)c3)c2)CC1	-2
O=c1c(-c2ccccc2)[n+]([O-])c2ccccc2n1O	-8
CC1CCC(C(C)C)c2[nH]nc(-c3ccccc3O)c21 (centres undefined)	15
CCc1ccc(CN2CCN(Cc3ccccc3F)C(CCO)C2)cc1 (centres undefined)	-3
COCc1cccc(CNC(=O)c2ccc(C#N)cc2)c1	-7
Cc1ccccc1C(=O)Nn1cnc2c(cnn2C(C)(C)C)c1=O	-4
CC(NCc1cn(CCC(N)=O)c2ccccc12)c1nc2c(s1)CCCC2 (centres undefined)	-23
C=C(C)CN(CC)C(=O)CCc1c(C)nn(C)c1C	-11
Cc1cc(C)cc(C(O)c2ncc(-c3ccc(C(F)(F)F)cc3)[nH]2)c1 (centres undefined)	-9
CCN(CC)CC1CCN(C(=O)Nc2ccc(C(=O)OC)cc2)CC1	1
Cc1cnc(-c2c(-c3ccccc3)ncn2CCCc2ccncc2)[nH]1	-3
CC1CCc2c(sc(NC(=O)c3noc4c3CCCC4)c2C(N)=O)C1 (centres undefined)	13
COc1ccc(Cl)cc1Cn1c(C)c(C(=O)NCc2ccc(C(C)C)cc2)sc1=O	4
CC(C)CNc1nnnc2c1sc1nc(N3CCOCC3)c3c(c12)CC(C)(C)OC3	-18
CCc1csc(CNC(=O)c2ccc(N3[C@H]4CCNC[C@@H]3CC4)nc2)n1	-39
O=S(=O)(c1cc2ccccc2s1)N1CC2ON=C(c3c(F)cccc3Cl)C2C1 (centres undefined)	-4
COc1ccc(OC)c(-c2cc(C(=O)N3CCC(Cn4cccn4)CC3)[nH]n2)c1	-5
O=C(Cc1cccc(O)c1)N1CCCC1Cc1ccccc1 (centres undefined)	-13
Cn1cc(Br)cc1C(=O)Nc1cc2c(cc1Cl)OCO2	-2

The closing 2 entries of the part before open the next one.
SMILES	mcGAS RapidFire
O=C(Cc1cccc(O)c1)N1CCCC1Cc1ccccc1 (centres undefined)	-13
Cn1cc(Br)cc1C(=O)Nc1cc2c(cc1Cl)OCO2	-2
O=C(c1cccc(F)c1)N1CCCC(OCc2ccc(F)c(F)c2)C1 (centres undefined)	-4
CC(=O)c1cc(C(=O)NCc2ccc(F)c(C)c2)n(C)c1	0
CCOc1ccc2nc(N(CCN3CCOCC3)C(=O)c3cc(C)no3)sc2c1	-2
CCCc1cc(N2C[C@H]3C[C@H](O)[C@H](O)C[C@H]3C2)nc(C)n1	-11
Cc1cc(C(=O)N2CCCC(C(=O)Nc3ccccc3Oc3cccnc3)C2)nn1C (centres undefined)	-4
CC1(C)ON=C(c2ccc(F)cc2)N(Cc2ccccc2)C1=O	16
CN(Cc1cc(C2CC2)n[nH]1)C(=O)CC12CC3CC(CC(C3)C1)C2	-13
CCOc1cc2c(cc1C=Cc1noc(C)c1[N+](=O)[O-])OC(C)C2 (centres undefined)	2
O=C(NCc1cccnc1Oc1ccc(F)cc1F)[C@@H]1C[C@@H](O)CN1	-3
CC1(C(=O)NC2CCN(Cc3ccccc3)CC2)CCN1Cc1ccc(-n2ccnc2)cc1 (centres undefined)	-11
Cc1cc(C)n2c(CN)nnc2n1	-8
CCCN(Cc1ccc(C)cc1)C(=O)Cn1c(C(F)(F)F)ccc(C(N)=O)c1=O	-13
C#CCN1CCN(C(=O)CN2CCCN(C(=O)c3ccsc3)CC2)CC1	-4
CCSc1ccccc1C(=O)Nn1cnc2c(cnn2-c2ccc(C)c(C)c2)c1=O	-4
CC(NCc1nnc(-c2ccco2)o1)c1ccc(Cl)cc1 (centres undefined)	0
COC(=O)c1onc(C(=O)c2ccccc2)c1C(=O)OC	-8
O=C(Nc1nc2cc(F)c(F)cc2s1)C1CC(=O)N(C2CCCC2)C1 (centres undefined)	13
CC(=O)Cn1c(=O)c2c(nc3n(-c4cc(C)cc(C)c4)c(C)c(C)n23)n(C)c1=O	-2
N#Cc1ccc(CCC(=O)NCc2cccc(F)c2)cc1	-3
COC(=O)c1cc(O)c(C(=O)Nc2ccc(Cl)cc2Cl)s1	-7
CCOCc1cc(CN2CCCC(CO)(Cc3ccccc3)C2)ccc1OC (centres undefined)	-8
Cc1cc(C)c(C(O)c2ncc(-c3ccccc3C)[nH]2)c(C)c1 (centres undefined)	-9
COc1ccc(NC(=O)C(C)CS(=O)(=O)c2ccc(Br)cc2)cc1F (centres undefined)	-4
C[n+]1cccc(C(=O)O)c1	-5&5
COc1cccc(CNC(=O)c2oc3ccccc3c2CS(C)=O)c1 (centres undefined)	-13

A portion of the results above:
SMILES	mcGAS RapidFire
O=C(c1cccc(F)c1)N1CCCC(OCc2ccc(F)c(F)c2)C1 (centres undefined)	-4
CC(=O)c1cc(C(=O)NCc2ccc(F)c(C)c2)n(C)c1	0
CCOc1ccc2nc(N(CCN3CCOCC3)C(=O)c3cc(C)no3)sc2c1	-2
CCCc1cc(N2C[C@H]3C[C@H](O)[C@H](O)C[C@H]3C2)nc(C)n1	-11
Cc1cc(C(=O)N2CCCC(C(=O)Nc3ccccc3Oc3cccnc3)C2)nn1C (centres undefined)	-4

The list goes on.
SMILES	mcGAS RapidFire
O=[N+]([O-])c1cccc(S(=O)(=O)Nc2nc3ccccc3nc2-n2ccnc2)c1	3
O=C(O)C1CN(c2ncccn2)CCN1Cc1cnc[nH]1 (centres undefined)	-3
CN1CCCC(CSc2ncnc3ccsc23)C1 (centres undefined)	2
CC(NC(=O)C1=NC=CN2CCS(=O)(=O)N=C12)c1cccc(C(F)(F)F)c1 (centres undefined)	-12
COC(=O)c1cc(OC)c(OC)c(OC)c1-n1c(C)cc(C(N)=O)c1C	9
Cn1nnc2c(=O)n(CC(=O)NCc3ccccc3)cnc21	1
O=c1[nH]c(CSc2nnc(C3CC3)n2C2CC2)nc2ccccc12	-10
CCCc1n(CC(=O)C(C)(C)C)c2ccccc2[n+]1C	-11
CCC(NC(=O)CNC(=O)Nc1ccccc1)c1ccc(Br)cc1 (centres undefined)	-12
O=C1NC(Cc2ccccc2)(C2CCNCC2)C(=O)N1Cc1ccncc1 (centres undefined)	-8
NC(=O)c1ccccc1NC(=O)c1ccc(COc2ccc3c(c2)CCC3)o1	-27
CCN1C(=O)NC(c2ccc(Cl)cc2Cl)C2=C1CN(CC(=O)O)C2=O (centres undefined)	-1
CCCn1c(SCc2nc(-c3cccs3)no2)n[nH]c1=O	-5
CC1=C(C(=O)N2CCCC(C(=O)c3ccc(-c4ccccc4)cc3)C2)OCCO1 (centres undefined)	3
C/C(=N/Nc1nc(-c2ccc(F)cc2)cs1)c1nonc1C	-5
O=C(N/N=C\c1ccc([N+](=O)[O-])o1)c1ccc(O)cc1	3&23
O=C1CC(C(=O)CBr)C2(CCCCC2)O1 (centres undefined)	-6
CN(c1ccc(F)c(F)c1)S(=O)(=O)c1ccc2nc[nH]c(=O)c2c1	-1
COc1ccc(C(=O)N2C[C@@H](O)[C@H](NCCCc3ccccc3)C2)cc1	-22
CN(Cc1cc(-c2cccs2)n[nH]1)C(=O)c1ccc(=O)n(C)c1	-22
Cc1cccc(CS(=O)(=O)NCCCN2CCN(c3ccccc3)CC2)c1	1
CCc1noc(C(C)N2CCN(c3ncnc4c3cnn4C)CC2)n1 (centres undefined)	4
CC1Oc2c(cccc2C(=O)N2CCOC(c3ccc(Br)cc3)C2)NC1=O (centres undefined)	2
COCCNC(=O)Cn1nc(C(C)C)c2cnn(-c3ccccc3)c2c1=O	-5
Cc1noc2c1C(c1ccsc1)C(C#N)C(N)=N2 (centres undefined)	-13
(cont.)
SMILES	mcGAS RapidFire
CC(=O)c1ccc2c(c1)N(Cc1c(C)noc1C)C(=O)C(C)S2 (centres undefined)	-5
O=C(CCc1cnccn1)NC1CCCc2c1cnn2-c1ccc(F)cc1F (centres undefined)	-5
O=c1c2cnc3ncnn3c2ccn1-c1ccc(Oc2ccccc2)cc1	-6
Cn1nnc2c(=O)n(CC(=O)N3CCCC3)cnc21	-3
COC(=O)CSc1nnc(-c2ccc(Br)cc2)o1	9
Cc1sc(NC(=O)c2cccnc2)nc1-c1ccc(OC(F)F)cc1	-3
COc1ccc(CC(=O)NNC(=O)C(C)(C)c2ccccc2)cc1	-5
O=C(NCCc1ccccc1Br)c1ccn[nH]1	1
O=C(NCc1ccccc1Cl)c1ccc(Cl)cc1N1CCCC1=O	-12
O=C1NCC(=O)N2C[C@H](NC(=O)C3(c4ccc(Cl)cc4)CCC3)C[C@@H]12	-2
O=[N+]([O-])c1ccc(N2CCCCC2)cn1	4
O=C(CSc1nnc(NC(=O)C2CC2)s1)Nc1nnc(-c2ccc(Cl)cc2Cl)s1	6
COc1ccc(Cl)cc1N1CCN(Cc2cccc(C(=O)NCCN(C)C)c2)CC1	-16
C[C@@H]1[C@H]2C[C@@H](C[C@H]1NC(=O)Cc1cnc[nH]1)C2(C)C	-6
COc1cc(/C=C/c2nc3cc(Cl)ccc3o2)ccc1OCC#N	-3
CCC(=O)C1=C(c2ccc(OC)cc2)N(C(=O)CC)n2cnnc2S1	-4
N#Cc1cccc(C(=O)Nc2ccccc2Nc2ccccc2)c1	9
CC1CN(S(=O)(=O)c2ccc3c(c2)S(=O)(=O)N=CN3)CCO1 (centres undefined)	9
COc1ccc(CN2CCC2(C)C(=O)Nc2cccc(NS(C)(=O)=O)c2)cc1 (centres undefined)	-8
COCc1nc(NC(C)c2c(C)n[nH]c2C)c2cnn(C)c2n1 (centres undefined)	-7
Cc1nc2c(c(=O)c3ccccc3n2C)c(=O)n1C1CCCCCC1	-8
COc1cc(Cl)c(S(=O)(=O)N2CCN=C2C)cc1Cl	3
COc1cccc(-c2ccc(C(=O)c3ncc[nH]3)cc2)c1OC	-12
O=[N+]([O-])c1ccc(N2CCN(c3ncnc4[nH]ncc34)CC2)cc1	-6
Cc1cc(=O)[nH]c(-n2nc(C3CC3)cc2NC(=O)c2cccc3ccccc23)n1	0
(next part)
SMILES	mcGAS RapidFire
Cn1cccc1C1(C(F)(F)F)NCCNC1=O (centres undefined)	-8
CCOC(=O)CC1COCCN1Cc1cn[nH]c1-c1cc2ccccc2o1 (centres undefined)	-9
C=CCC(=O)N1CCOC(Cc2ccccc2)C1 (centres undefined)	23
COc1cccc(C2=NN(S(C)(=O)=O)C(c3ccccc3OC)C2)c1 (centres undefined)	-6
CCN(CC(C)C#N)C(=O)Nc1ccccc1N(C)CC (centres undefined)	-5
COc1cccc(CNC(=O)CSc2ccc(NC(=O)c3ccc(C)cc3)nn2)c1	2
